Bioassay records as filed in PubChem.
TMEM16A inh – TMEM16A chloride channel inhibitors, primary screen, cell-based, HTS; Anoctamin-1 (Mus musculus), Q8BHY3; HEK293 TMEM16A/YFP iodide influx fluorescence, ionomycin; normalized B-score (activity score, 25-100; higher = stronger inhibition) at 10 µM; 310,000 tested, 1.2% active;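 active = ratio plate-corrected score three or more library SD toward inhibition, starting fluorescence score within five deviations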;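 also: score derived from kinetic fluorescence span divided by baseline fluorescence per well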
MrgX1 ag – agonists of human MrgX1 receptor, primary screen, HEK293 cells, Fluo-4 calcium flux; 310,000 tested, 0.44% active; Fluo-4 calcium fluorescence, agonist mode; active compounds read high; Mas-related G-protein coupled receptor member X1 (Homo sapiens), Q96LB2; B-score at 10 µM;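 active = calcium response B-score plate-corrected fluorescence ratio at least 3 library SD, with starting fluorescence B-score inside 5 SD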
Target sequence (Q96LB2 whole entry, looked up): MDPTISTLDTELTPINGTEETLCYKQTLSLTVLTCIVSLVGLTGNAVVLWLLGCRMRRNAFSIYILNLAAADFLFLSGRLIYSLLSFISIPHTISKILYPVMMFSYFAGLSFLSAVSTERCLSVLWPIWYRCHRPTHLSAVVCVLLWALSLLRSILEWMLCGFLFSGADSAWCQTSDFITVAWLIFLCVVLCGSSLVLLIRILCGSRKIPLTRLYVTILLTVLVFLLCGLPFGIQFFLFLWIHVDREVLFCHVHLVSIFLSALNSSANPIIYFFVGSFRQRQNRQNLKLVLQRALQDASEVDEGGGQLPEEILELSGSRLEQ
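Assay system: MrgX1-expressing HEK293 cells / Amount: fifteen thousand cells per well / Doses: test compound in the initial addition of three / Timing: cells plated overnight, dye loaded 0.5 h 37 °C, 0.5 h room temperature / Technique: kinetic calcium dye fluorescence, Fluo-4 NW / Control set: positive and negative controls per plate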
TRPC6 inhibitor – mouse TRPC6 channel inhibitors, primary screen, cell-based, HEK293, membrane potential dye; Short transient receptor potential channel 6 (Mus musculus), Q61143; ACh-evoked depolarization; active compounds read low; AID 2553, 2010; B-score at 10 µM; 310,000 tested, 1.1% active;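 active = B-score under library mean minus 3 SD, initial fluorescence not abnormally high, positive integrated signal ratio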;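 also: B-score derived from integrated fluorescence ratio over the kinetic read; more negative B-score means stronger inhibition of depolarization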
RGS4 block – RGS4 inhibitors, primary screen, cell-based, HEK293 M3R inducible RGS4, calcium flux. Regulator of G-protein signaling 4 (Homo sapiens), P49798. Fluo-4 calcium flux; active compounds read high; triggered by carbachol at its EC20. B-score at 10 µM. 310,000 tested, 0.45% active;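 active = B-score, a plate-corrected calcium signal, over three deviations above library mean, with baseline fluorescence within five deviations of library mean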;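 also: RGS4 expression induced by doxycycline in cells with stable M3 receptor; B-score is computed from the integrated fluorescence ratio over baseline after carbachol; higher B-score means a larger calcium signal and so more RGS4 inhibition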
Target sequence (P49798 whole entry, looked up): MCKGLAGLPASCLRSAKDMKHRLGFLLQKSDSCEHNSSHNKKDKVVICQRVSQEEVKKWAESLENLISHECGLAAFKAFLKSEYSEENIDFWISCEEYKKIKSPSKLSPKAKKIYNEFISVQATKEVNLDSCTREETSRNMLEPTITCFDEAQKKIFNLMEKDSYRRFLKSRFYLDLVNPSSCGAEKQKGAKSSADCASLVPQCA
SKKanGAS inh – S. pyogenes SKKanGAS growth inhibitors in kanamycin, primary screen, streptokinase expression inhibitor project, SKKanGAS strain, BacTiter-Glo luminescence; 6 h; inhibition, % at 7.5 µM; 300,000 tested, 1.3% active; AID 1662, 2009;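 active = mean replicate score, as percent of positive control median, at least 50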;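 also: strain carries kanamycin resistance gene driven by streptokinase promoter and grows in 40 µg/ml kanamycin; loss of luminescence reflects streptokinase promoter inhibition or plain growth inhibition; 0% = median of DMSO wells and 100% = positive control at its reference dose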
TRPC6 act – mouse TRPC6 channel activators, primary screen, cell-based, HEK293, membrane potential dye; Short transient receptor potential channel 6 (Mus musculus), Q61143; HEK293-TRPC6 membrane potential dye fluorescence; active compounds read high; B-score at 10 µM; 310,000 tested, 0.13% active; AID 2550, 2010;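 active = B-score of the integrated fluorescence ratio above library mean plus 3 SD, and starting fluorescence ratio within library mean plus 5 SD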;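 also: higher score means more depolarization so channel activation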
MrgX1 allo act – positive allosteric modulators of MrgX1, primary screen, HEK293 cells, Fluo-4 calcium flux. FDSS; active compounds read high. 310,000 tested, 0.63% active. Mas-related G-protein coupled receptor member X1 (Homo sapiens), Q96LB2. B-score at 10 µM;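 active = plate-corrected calcium response at least 3 library SD above typical, normal starting fluorescence, not activating the receptor alone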;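 also: compound read alongside a low EC10 to EC30 dose of BAM8-22 agonist; peak minus trough fluorescence over baseline measured at the second addition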
HDAC3 inhib – HDAC3 deacetylase inhibitors, primary screen, biochemical, fluorescence, cell-free homogeneous; recombinant HDAC3, fluorogenic peptide/trypsin coupled; inhibition, % at 8.3 µM; Histone deacetylase 3 (Homo sapiens), O15379; 320,000 tested, 0.15% active; in the data active = inhibition above about 26%, passing the limit was not always enough
Target sequence (O15379 whole entry, looked up): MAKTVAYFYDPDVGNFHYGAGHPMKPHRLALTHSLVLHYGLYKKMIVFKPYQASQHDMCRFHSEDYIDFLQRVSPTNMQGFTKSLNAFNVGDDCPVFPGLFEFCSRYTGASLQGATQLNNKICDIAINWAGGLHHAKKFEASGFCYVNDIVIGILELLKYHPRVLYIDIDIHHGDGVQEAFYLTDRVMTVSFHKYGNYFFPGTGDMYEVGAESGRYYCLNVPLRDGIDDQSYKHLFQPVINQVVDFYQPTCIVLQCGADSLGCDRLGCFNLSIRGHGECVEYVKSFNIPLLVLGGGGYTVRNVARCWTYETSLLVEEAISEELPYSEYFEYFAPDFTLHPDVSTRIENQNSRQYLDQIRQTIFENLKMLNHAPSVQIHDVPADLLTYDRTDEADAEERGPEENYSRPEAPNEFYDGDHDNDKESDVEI
MrgX1 antagonist – antagonists of human MrgX1 receptor, primary screen, HEK293 cells, Fluo-4 calcium flux; Mas-related G-protein coupled receptor member X1 (Homo sapiens), Q96LB2; BAM8-22 antagonism; active compounds read low; AID 588676, 2011; 310,000 tested, 1.3% active; B-score at 10 µM;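 active = calcium-response B-score plate-corrected more than 3 library SD below zero, starting fluorescence within 5 deviations, no agonist response on first addition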;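 also: peak minus trough fluorescence over baseline after final BAM8-22 challenge near maximal dose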
RGS4 act – RGS4 potentiators or activators, primary screen, cell-based, HEK293 M3R inducible RGS4, calcium flux; B-score at 10 µM; 310,000 tested, 0.92% active; carbachol calcium flux Fluo4; active compounds read low;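 active = B-score of the integrated calcium signal more than 4 SD below the library mean, with starting fluorescence not abnormally high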;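 also: negative B-score means reduced calcium response which marks RGS4 activation or potentiation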
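test system = HEK293 cells with stable M3R and inducible RGS4 | schedule = recording 10 s baseline at 1 Hz, 100 s post-agonist | technique = Fluo4-AM (2 µM) calcium-flux fluorescence, kinetic read | measure = Agonist-evoked peak-minus-minimum fluorescence over baseline, integrated ratio, B score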
ANO1 activ – TMEM16A chloride channel activators or potentiators, primary screen, cell-based, HTS; Anoctamin-1 (Mus musculus), Q8BHY3; HEK293 TMEM16A/YFP-H148Q/I152L, iodide quench fluorescence; active compounds read low; B-score at 10 µM; 340,000 tested, 0.3% active;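 active = fluorescence-ratio B-score plate-corrected deviation score at least 3 library SD below zero, with starting fluorescence score within 5 deviations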;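 also: channel opened by trigger with iodide after compound preincubation; score built on the fluorescence ratio of max minus min over baseline; more negative score means more quench and so TMEM16A activation or potentiation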
Active calls of the source: *; i = inactive; · = not tested or not shown.

SMILES | TMEM16A inh | MrgX1 ag | TRPC6 inhibitor | RGS4 block | SKKanGAS inh | TRPC6 act | MrgX1 allo act | HDAC3 inhib | MrgX1 antagonist | RGS4 act | ANO1 activ
COc1ccc(OCC(=O)N2CCC3(CC2)CC(=O)c2ccccc2O3)cc1 | i | i | i | i | -6.4 | i | i | -0.5 | i | i | i
Cc1cc(NS(=O)(=O)c2ccc(NC(=O)NC(C)(C(F)(F)F)C(F)(F)F)cc2)no1 | i | i | i | i | -11.5 | i | i | 1.3 | i | i | i
CN1CCCN(C(=O)C2CCCCC2)CC1 | i | i | i | i | -5.0 | i | i | -3.6 | i | i | i
CNC(=S)N(Cc1ccco1)Cc1cc2cc3c(cc2[nH]c1=O)OCCO3 | i | i | i | i | -9.3 | i | i | 15.9 | i | i | i
CCC1(CC)NC(=O)N(CC(=O)Nc2sc3c(c2C(N)=O)CCC3)C1=O | i | i | i | i | 12.9 | i | i | 1.0 | i | i | i
Cn1c(SCc2nnc(-c3ccccc3Br)o2)nc2sc3c(c2c1=O)CCC3 | i | i | i | i | 39.2 | i | i | 2.6 | i | i | i
O=C(CSc1nc2ccccc2c(=O)n1-c1ccc(F)cc1)NCc1ccco1 | i | i | i | i | 7.5 | i | i | 5.1 | i | i | i
CCC(CC)NC(=O)Nc1ccccc1C(F)(F)F | i | i | i | i | 6.4 | i | i | 4.5 | i | i | i
c1cncc(C(c2nnnn2C2CCCCC2)N2CCN3CCCC3C2)c1 (stereo not drawn) | i | i | · | · | · | · | i | 4.0 | i | · | i
COc1cc(C(=O)Oc2cccc(Nc3ncnc4ccccc34)c2)cc(OC)c1OC | 100* | i | i | i | 6.6 | i | i | 8.1 | i | -11.8* | i
Cc1sc2ncn(CC(=O)N3CCCCC3)c(=O)c2c1S(=O)(=O)N1CCC(C)CC1 | i | i | i | i | -5.5 | i | i | 1.5 | i | i | i
Clc1ccc(Cc2nc(-c3ccncc3)no2)cc1 | i | i | i | i | -7.2 | i | i | -4.9 | i | i | i
CCCCCCN(C(=O)CCCCCN1C(=O)NC(c2ccc(-c3ccccc3)cc2)C(C(=O)OCc2ccccc2)=C1C)C(C(=O)NCCCC)c1cccc(C(=O)OC)c1 (stereo not drawn) | · | · | i | i | 13.8 | i | · | · | · | i | ·
COc1ccccc1N1CCN(C(=O)c2ccc(S(=O)(=O)N3CCCC3)cc2)CC1 | i | i | i | i | -6.0 | i | i | 0.3 | i | i | i
CCCCCC(=O)Nc1ccc(-c2nnc3n2CCCCC3)cc1 | i | i | i | i | 0.6 | i | i | -3.8 | i | i | i
O=C1N=C(N2CCCCC2)S/C1=C\c1ccncc1 | i | i | i | i | -6.7 | i | i | 12.8 | i | i | i
O=C(Nc1ccc2oc(=O)ccc2c1)c1cccnc1Cl | i | i | i | i | 0.8 | i | i | -5.1 | i | i | i
COc1cc(C)c(Cl)cc1S(=O)(=O)n1cnc(C)c1 | i | i | i | i | -0.5 | i | i | -0.6 | i | i | i
COc1ccc(Oc2nc(-c3ccccc3)ncc2C(=O)O)cc1 | i | i | i | i | -4.9 | i | i | -0.3 | i | i | i
CCC(=O)N1CCN(c2ccc(NC(=O)c3cc4ccccc4o3)cc2)CC1 | i | i | i | i | 2.6 | i | i | 10.2 | i | i | i
Cc1ccccc1NC(=O)CN1C(=O)c2cccnc2Oc2ccc(Cl)cc21 | i | i | i | i | 7.6 | i | i | 1.0 | i | i | i
Cc1csc(SCC(=O)Nc2cc(S(=O)(=O)N(C)C)ccc2C)n1 | i | i | i | i | -8.7 | i | i | -1.7 | i | i | i
O=C1CN(C(=O)CSc2nc(-c3ccccc3)cs2)c2ccccc2N1 | i | i | i | i | -20.5 | i | i | 3.3 | i | i | i
COc1ccc(NC(=O)CC2C(=O)N(c3ccc(OC)cc3)C(=S)N2NC(=O)c2cccc(F)c2)cc1 (stereo not drawn) | i | i | i | i | 8.0 | i | i | -0.3 | i | i | i
CN1C(=O)CC(NNC(=O)c2ccc(Cl)cc2)C1=O (stereo not drawn) | i | i | i | i | -7.2 | i | i | -1.8 | i | i | i
COc1ccccc1CNC(=O)C(C)NS(=O)(=O)c1ccc(Br)cc1 (stereo not drawn) | i | i | i | i | 1.6 | i | i | 0.4 | i | i | i
COc1ccc(CCNC(=O)C2CCN(S(C)(=O)=O)CC2)cc1OC | i | i | i | i | -3.7 | i | i | -7.3 | i | i | i
CC(=O)c1c(C)nc2nonc2c1N | i | i | i | i | -3.2 | i | i | 1.2 | i | i | i
COC(=O)c1c(C)[nH]c(C(=O)CC#N)c1C | i | i | i | i | 5.4 | i | i | 10.5 | i | i | i
CCn1ccnc1C(O)(c1ccccc1)c1ccccc1 | i | i | i | i | -3.4 | i | i | -4.5 | i | i | i
CCOc1ccc2oc(-c3ccccc3)c(C(=O)O)c2c1 | i | i | i | i | -2.6 | i | i | -68.0 | i | i | i
CCCOc1ccc(C(=O)NNC(=S)NC(=O)c2cc(-c3ccccc3)nc3ccccc23)cc1 | i | i | i | i | 13.8 | i | i | -3.4 | -4.71* | -9.33* | i
CN(C)CCNS(=O)(=O)c1ccc(N2CCc3ccccc32)c([N+](=O)[O-])c1 | i | i | -7.17* | i | -2.1 | i | i | 3.4 | i | i | i
COc1ccc(CCC2(C)NC(=O)NC2=O)cc1 (stereo not drawn) | i | i | i | i | 3.3 | i | i | 13.2 | i | i | i
COc1cccc(CC2(CO)CCCN(C/C=C/c3ccccc3OC)C2)c1 (stereo not drawn) | i | i | i | i | 5.4 | i | i | -4.8 | i | i | i
O=C(NC(=S)Nc1ccc(Br)c(Cl)c1)C1CC1 | i | i | i | i | 19.1 | i | i | 2.8 | i | i | i
Cc1ccc(-n2ncc(-c3nnc(SCC(=O)NC4CCCC4)o3)c2N)cc1C | i | i | i | i | -4.2 | i | i | 4.4 | i | i | i
Cn1c(N)c(Sc2ccc([N+](=O)[O-])cc2)c(=O)n(C)c1=O | i | i | i | i | -1.9 | i | i | 2.5 | i | i | i
CCC(=O)Nc1ccc(Cl)c(NC(=O)c2ccc(Br)o2)c1 | i | i | i | i | 1.6 | i | i | -1.7 | i | i | i
COc1ccc(CNC(=O)/C(C#N)=C2\N=C(NC(=O)c3cccs3)c3ccccc32)cc1 | i | i | i | i | 1.4 | i | i | -0.7 | i | i | i
COC(=O)c1cc(CNC(=O)c2sccc2-c2ccccc2)ccc1OC | i | i | i | i | -0.3 | i | i | 6.9 | i | i | i
O=C(O)c1cc(N/N=C/c2c(O)ccc3ccccc23)ccc1Cl | i | i | i | i | 10.0 | i | i | 3.9 | i | i | i
O=C(CNC(=O)c1ccc(Cl)cc1Cl)Nc1ccc(F)cc1 | i | i | i | i | 3.4 | i | i | -4.4 | i | i | i
C/C(=N\Nc1nncc2ccccc12)c1ccc(O)cc1 | i | i | i | i | 1.1 | i | i | 0.7 | i | i | i
COc1ccc2[nH]c(C)c(CCN3C(=O)C4CC=CCC4C3=O)c2c1 (stereo not drawn) | i | i | i | i | 1.3 | i | i | -0.1 | i | i | i
Cc1nnsc1NC(=O)OCc1ccc(Cl)cc1Cl | i | i | i | i | -0.6 | i | i | -3.6 | i | i | i
CCN(Cc1ccccc1)c1c(C(=O)O)cnc2c1cnn2C | i | i | i | i | -9.3 | i | i | 4.9 | i | i | -4.83*
CCOc1ccc(NC(=O)CSc2nnnn2C2CCCC2)cc1 | i | i | i | i | -6.1 | i | i | 1.1 | i | i | i
CCC(CC)COC(=O)C1=C(C)NC(=O)NC1c1cc(OC)ccc1OC (stereo not drawn) | i | i | i | i | 1.0 | i | i | 4.1 | i | i | i
O=C(Nc1ccc(-c2cn3ccsc3n2)cc1)C1CC1 | i | i | i | i | 3.7 | i | i | 3.5 | i | i | i

(listing goes on)
SMILES | TMEM16A inh | MrgX1 ag | TRPC6 inhibitor | RGS4 block | SKKanGAS inh | TRPC6 act | MrgX1 allo act | HDAC3 inhib | MrgX1 antagonist | RGS4 act | ANO1 activ
CCn1c(SCC(=O)Nc2cccc(F)c2)nc2c(c1=O)SC(C)C2 (stereo not drawn) | i | i | i | i | -3.9 | i | i | 0.8 | i | i | i
Cn1c(=O)n(-c2cccc(Cl)c2)c(=O)n1C | i | i | i | i | -0.7 | i | i | 11.1 | i | i | i
O=C(NCCc1nccs1)C1CCC(=O)N(CCc2ccc(Cl)cc2)C1 (stereo not drawn) | i | i | i | i | -2.6 | i | i | 4.4 | i | i | i
CCc1noc(C)c1C(=O)Nc1cc(S(=O)(=O)N(CC)CC)ccc1N1CCCC1 | i | i | i | i | 3.2 | i | i | 3.3 | i | i | i
COc1ccc2nc(C)cc(N/N=C/c3cccc(OC)c3O)c2c1 | i | i | i | i | 11.8 | i | i | 2.1 | i | -10.6* | i
CC(c1nccs1)N(C)C(=O)c1cn(Cc2cccc3ccccc23)nn1 (stereo not drawn) | i | i | i | i | -3.0 | i | i | -4.8 | i | i | i
Cc1cccc(Nc2nc(NCC3CCCO3)nc(N)c2[N+](=O)[O-])c1 (stereo not drawn) | i | i | i | i | 3.5 | i | i | -2.7 | i | i | i
COc1ccc2cc(C(=O)Nc3ccccc3)sc(=O)c2c1OC | i | i | i | i | 12.7 | i | i | -7.8 | i | i | i
COc1cccc(/C=C/C(=O)N2CC(C)OC(C)C2)c1OC (stereo not drawn) | i | i | i | i | -9.8 | i | i | 0.4 | i | i | i
CCC1S/C(=C(\C#N)C(N)=O)N(c2ccc(F)cc2)C1=O (stereo not drawn) | i | i | i | i | -1.7 | i | i | 2.1 | i | i | i
